Screening results as filed in PubChem BioAssay.
TIM10 inh: TIM10 yeast growth inhibition; 330,000 compounds, 1.4% hits; S. cerevisiae TIM10 strain growth, BacTiter-Glo luminescence, 24 h; inhibition, % at 10 µM;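 active = inhibition of 40% or more at the single tested concentration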;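 also: wild-type TIM10 isogenic control strain grown at permissive 25 °C; 0% = DMSO yeast wells and 100% = minimal medium wells without yeast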
APOBEC3A inh: human APOBEC3A DNA deaminase inhibition; recombinant A3A, FAM/TAMRA ssDNA deamination fluorescence; 330,000 compounds, 0.41% hits; inhibition, % at 20 µM; AID 493011;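 active = at least 40% inhibition at 20 µM here, with at most 30% in a related deaminase screen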;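 also: plate controls were A3A with DMSO for no effect and wells lacking A3A enzyme for full effect; some results filed as inactive read as strong as hits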
Target sequence (P31941 whole entry, looked up): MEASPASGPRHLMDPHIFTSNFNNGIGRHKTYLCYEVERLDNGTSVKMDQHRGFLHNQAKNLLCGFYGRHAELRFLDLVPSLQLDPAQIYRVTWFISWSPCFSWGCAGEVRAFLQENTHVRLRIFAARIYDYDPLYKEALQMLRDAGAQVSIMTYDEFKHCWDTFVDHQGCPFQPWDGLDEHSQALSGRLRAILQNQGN
A3G deaminase: inhibitors of human APOBEC3G DNA deaminase; Q9HC16; recombinant A3G, ssDNA deamination FAM/TAMRA fluorescence; inhibition, % at 20 µM; 330,000 compounds, 0.28% hits;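 active = inhibition of at least 40% at 20 µM, with no more than 30% in the related APOBEC3A deaminase screen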;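 also: plate controls were DMSO wells with A3G for no effect and wells lacking A3G enzyme for full effect; some compounds called inactive have numbers as strong as hits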
Target sequence (Q9HC16 whole entry, looked up): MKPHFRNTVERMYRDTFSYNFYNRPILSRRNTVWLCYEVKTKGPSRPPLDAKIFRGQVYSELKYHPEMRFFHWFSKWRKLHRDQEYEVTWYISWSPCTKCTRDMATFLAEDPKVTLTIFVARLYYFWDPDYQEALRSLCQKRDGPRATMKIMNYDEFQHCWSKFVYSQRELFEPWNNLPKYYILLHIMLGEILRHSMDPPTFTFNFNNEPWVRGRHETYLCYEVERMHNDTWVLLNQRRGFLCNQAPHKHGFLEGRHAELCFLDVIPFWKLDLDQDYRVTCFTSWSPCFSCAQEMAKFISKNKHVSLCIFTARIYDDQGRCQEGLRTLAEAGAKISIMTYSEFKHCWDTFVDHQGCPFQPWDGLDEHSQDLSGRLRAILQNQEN
NLRP3 yeast inh: blocks the NALP3 inflammasome reconstituted in yeast. inhibition, % at 10 µM. Yeast reconstituted NLRP3/ASC/caspase-1, beta-gal luminescence, 24 h. 330,000 compounds, 0.39% hits. AID 2825;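 active = inhibition of 50% or more; inactive = inhibition below 50%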;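 also: plate controls were induced DMSO wells for no effect and uninduced yeast grown without galactose for full effect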
beta cell repl: induces beta-cell replication in MIN6 cells; proliferation, % at 10 µM; 330,000 compounds, 0.29% hits; AID 2380; MIN6 cells proliferation, ATPlite luminescence, 48 h; cells starved in 0.2% serum; 100% = growth in 10% serum;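 active = compounds whose signal lies at least 3.5 SD above the mean of all wells on their plate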;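 also: 0% = DMSO-treated cells in low-serum medium and 100% = 10% serum control; some compounds called inactive have numbers as strong as hits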
tim10-1 inh: tim10-1 yeast growth inhibition. S. cerevisiae tim10-1 ts strain growth, BacTiter-Glo, 24 h. inhibition, % at 20 µM. 330,000 compounds, 2.2% hits;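 active = inhibition of at least 40%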;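 also: mutant grown at 25 °C; 0% = DMSO wells with yeast and 100% = wells holding no yeast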
mIAP inh: mouse IAP inhibition. AID 2806. 330,000 compounds, 0.2% hits. purified mouse IAP, CDP-Star luminescence, 30 min. inhibition, % at 10 µM;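 active = inhibition of at least 40% at 10 µM in the primary screen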;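 also: plate controls were DMSO with enzyme for no effect and no enzyme wells for full effect; values of inactives mirror those of a sister screen read the other way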
hIAP block: human IAP inhibition | P09923 | purified IAP, CDP-Star luminescence, 30 min | inhibition, % at 10 µM | 330,000 compounds, 0.12% hits;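 active = inhibition reaching a set limit with compound at 10 µM in the primary screen, cut at about 35% in these data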;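 also: plate controls were DMSO wells with enzyme for no effect and no-enzyme buffer wells for full effect; values of inactives mirror those of a sister screen read the other way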
Target sequence (P09923 whole entry, looked up): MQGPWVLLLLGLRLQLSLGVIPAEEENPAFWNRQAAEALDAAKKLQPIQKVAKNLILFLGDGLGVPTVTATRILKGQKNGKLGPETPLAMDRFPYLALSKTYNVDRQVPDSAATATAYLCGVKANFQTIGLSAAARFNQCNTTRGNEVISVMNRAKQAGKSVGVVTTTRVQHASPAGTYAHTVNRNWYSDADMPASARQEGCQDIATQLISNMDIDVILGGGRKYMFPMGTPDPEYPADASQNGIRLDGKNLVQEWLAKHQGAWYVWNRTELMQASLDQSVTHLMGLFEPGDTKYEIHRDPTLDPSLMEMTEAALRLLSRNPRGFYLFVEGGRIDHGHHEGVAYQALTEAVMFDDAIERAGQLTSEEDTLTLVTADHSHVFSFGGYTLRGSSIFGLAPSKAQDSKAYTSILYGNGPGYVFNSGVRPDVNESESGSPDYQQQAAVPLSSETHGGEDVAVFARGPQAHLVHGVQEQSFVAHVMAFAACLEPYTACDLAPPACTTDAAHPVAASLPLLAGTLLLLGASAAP
mIAP activ: mouse IAP activation | muIAP, CDP-Star luminescence, 30 min; active compounds read high; 1 = vehicle-only enzyme signal, 0 = enzyme-free wells | activation factor at 10 µM | 330,000 compounds, 0.24% hits;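 active = activation factor of at least 2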; also: the source names both 10 and 20 µM as test concentration; values of inactives mirror those of a sister screen read the other way
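Assay system: mouse IAP enzyme; reagent: chemiluminescent substrate CDP-Star; dosing: test compounds delivered from DMSO solution; schedule: 30 min at room temperature; measured by: luminescence from enzymatic CDP-Star hydrolysis; controls: DMSO-only wells and no-enzyme negative control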
An asterisk follows results filed as active; · = no result given.

SMILES | TIM10 inh | APOBEC3A inh | A3G deaminase | NLRP3 yeast inh | beta cell repl | tim10-1 inh | mIAP inh | hIAP block | mIAP activ
Nc1ccc(NC(=O)c2cccc(C(=O)Nc3ccc(N)cc3Cl)c2)c(Cl)c1 | 6 | -2 | -4 | 6 | -4 | 18 | -2 | -20 | 1
N#Cc1cc(N)ccc1-n1cccc1 | -15 | -7 | -6 | 11 | 1 | 19 | -9 | 3 | 1.1
COC(=O)c1ccc(N2OC3(C)C=CC2CC3)cc1 (stereo not given) | 5 | 5 | -6 | 25 | 0 | 21 | 4 | -14 | 0.96
C=CCn1cc(C(=O)N2CCN(C)CC2)c(=O)c2cc(S(=O)(=O)N3CCCC3)ccc21 | 5 | -5 | -9 | 11 | -4 | 11 | 11 | 10 | 0.89
O=[N+]([O-])c1ccc(O)c2ncccc12 | -1 | -2 | 31 | 83* | -8 | 20 | -5 | -8 | 1.1
COc1cc(SC)ccc1C(=O)N1CC(C)OC(C)C1 (stereo not given) | 4 | -2 | -6 | 14 | 1 | -5 | 2 | 2 | 0.98
Cc1noc(C)c1COc1ccc(C(=O)OCC(=O)NCCN2C(=O)CSC2=O)cc1 | -2 | 0 | -5 | 17 | 2 | 1 | 5 | -19 | 0.95
N#CC1CN(Cc2ccccc2)CN(Cc2ccccc2)C1 | 14 | 0 | -7 | 4 | -1 | 13 | -4 | -6 | 1
CC(C)c1cc(C(=O)N/N=C/c2cccnc2)cs1 | -13 | 9 | 5 | 9 | 1 | 15 | -5 | 9 | 1.1
O=C(Nc1cccc(C(=O)N2CCOCC2)c1)NC1CCCCC1 | 7 | -3 | -5 | 21 | 0 | 1 | -5 | -14 | 1.1
Cc1cccc(C)c1NC(=O)CNCC(=O)N(C)C | 8 | 2 | -8 | -5 | -3 | 2 | -5 | 4 | 1
Clc1ccc(CN2CCSCC2)c(Cl)c1 | -15 | 0 | -5 | 15 | -3 | -16 | 1 | -1 | 0.99
CCCCn1c2c(c3ccccc31)CCc1nonc1-2 | -2 | 4 | 9 | 12 | -3 | 17 | 5 | 2 | 0.95
COc1ccccc1NS(=O)(=O)c1ccc(OC)c([N+](=O)[O-])c1 | 3 | 0 | -14 | 14 | 0 | 11 | -1 | -5 | 1
C=CCOC(=O)CCP(=O)(CCC(=O)OCC=C)c1ccccc1 | -2 | 0 | -10 | 10 | 3 | -5 | 7 | 14 | 0.93
COc1ccc(Cn2ccnc2SCC(=O)Nc2nnc(C)s2)cc1 | 7 | -4 | -9 | 1 | -1 | 12 | 17 | -8 | 0.83
CCc1cn(C2CC(O)C(CO)O2)c(=O)[nH]c1=O (stereo not given) | 1 | -1 | -4 | 15 | -3 | 4 | -16 | -31 | 1.2
CC(C)CN1C(=O)C(=O)N(CC(=O)NC2CCCc3ccccc32)C1=O (stereo not given) | -10 | 6 | -1 | 10 | 0 | -15 | -6 | -1 | 1.1
O=C(COc1ccccc1)Nc1ccc(S(=O)(=O)N2CCCCCC2)cc1 | 71* | -1 | -10 | 1 | -3 | 38 | -8 | -6 | 1.1
CCCOC(c1ccccc1)(c1ccc(C(F)(F)F)cc1)C(Oc1nc(C)cc(C)n1)C(=O)O (stereo not given) | 11 | 1 | 2 | -7 | -4 | 4 | -5 | -11 | 1.1
O=c1c2ccccc2oc2c1oc1ccccc12 | 2 | 7 | 7 | · | · | 4 | 8 | · | 0.92
Cc1cccc(Oc2nc3c(c(=O)n(C)c(=O)n3C)n2C)c1 | -38 | -2 | -4 | 12 | -1 | 3 | 11 | -3 | 0.89
C=C(C)CSc1nnc(-c2cc(OC)c(OC)c(OC)c2)n1N | -1 | -2 | -6 | -7 | -1 | 10 | -2 | 4 | 1
COc1cc(C)nc(OCCNC(=O)COc2ccc(Cl)cc2C)n1 | -13 | 1 | 0 | 12 | -1 | 9 | -11 | -10 | 1.1
CNC(=O)NCCN1CCCC1=O | -7 | 4 | 4 | 9 | 1 | 11 | -14 | -14 | 1.1
Continuation:
SMILES | TIM10 inh | APOBEC3A inh | A3G deaminase | NLRP3 yeast inh | beta cell repl | tim10-1 inh | mIAP inh | hIAP block | mIAP activ
Cc1cc(Cl)c(C)c(S(=O)(=O)Oc2ccccc2NC(=O)CCC(=O)O)c1Cl | 5 | -5 | -6 | 1 | 1 | 4 | 8 | -6 | 0.92
COc1ccc(CCOC(=O)c2ccc(NC(=O)CC#N)cc2)cc1 | 19 | 2 | -1 | 2 | -1 | 38 | 11 | -12 | 0.89
CC(C)(C)C1CCc2onc(C(=O)Nc3ccc4c(c3)OCO4)c2C1 (stereo not given) | 7 | 3 | -2 | 15 | -1 | -28 | 1 | 12 | 0.99
CC(C)(C)NC(=O)C(c1ccc(F)cc1)N(CC1CCCO1)C(=O)c1csnn1 (stereo not given) | -7 | -2 | -1 | -10 | -3 | 11 | -6 | -4 | 1.1
Cc1ccc(NC(=S)N/N=C/c2ccc([N+](=O)[O-])s2)cc1 | 46* | -2 | -8 | 16 | -3 | 18 | 16 | 10 | 0.84
CC(=O)N1N=C(N)SC1(C)C | -7 | 0 | -3 | 7 | -3 | -1 | -6 | 0 | 1.1
O=C(CSc1ccc(Cl)cc1)N1CCN(c2ccc([N+](=O)[O-])cc2Cl)CC1 | -21 | -3 | -3 | 18 | -2 | -40 | -35 | 22 | 1.4
CC1(C(=O)N(c2ccccc2)C(C(=O)NC2CCCC2)c2ccccn2)CC(=O)N=C2C=CC=CN21 (stereo not given) | -1 | -3 | -5 | 10 | 0 | 9 | 0 | 0 | 1
O=C(COc1cccc(Cl)c1)Nc1ccccc1N1CCCCC1 | 9 | -5 | -12 | 23 | -6 | 11 | 0 | 12 | 0.99
COc1ccc(CCNC(=O)/C=C/c2ccco2)cc1 | -9 | -4 | -4 | 19 | -2 | -19 | 1 | 2 | 0.99
CCOc1ccc(NC(=O)CN(C)C(=O)CCCc2c[nH]c3ccccc23)cc1OCC | -13 | -6 | -10 | -2 | 0 | -14 | -12 | 8 | 1.1
COc1ccc(COC(=O)c2ccc(Cl)c(S(=O)(=O)N3CCOCC3)c2)cc1F | 13 | 3 | -1 | 8 | -5 | 19 | 5 | -1 | 0.95
Cc1csc(=O)n1CCC(=O)OCC(=O)c1c(N)n(CC(C)C)c(=O)n(C)c1=O | -2 | 2 | -8 | 16 | 3 | -6 | 9 | 4 | 0.91
Cc1ccc(C(=O)/C=C/c2c(C)nn(-c3ccccc3)c2Cl)cc1 | 29 | -2 | -5 | -8 | -4 | 43* | 14 | 14 | 0.85
O=C(OCC(=O)C12CC3CC(CC(C3)C1)C2)c1ccc(O)cc1 | -3 | -4 | -8 | 20 | -2 | -6 | 1 | -2 | 0.99
O=C(CSc1nc2ccccc2c(=O)n1-c1ccccc1F)Nc1ccc2c(c1)CCC2 | 0 | -6 | -4 | 1 | -3 | 20 | -12 | 4 | 1.1
CC(=O)OC[C@H]1O[C@H](C/C=N/OC[C@@H](O)[C@H]2O[C@@H]3OC(C)(C)O[C@@H]3[C@H]2O)C=C[C@@H]1OC(C)=O | 5 | 1 | -3 | 11 | -2 | -3 | -5 | 1 | 1.1
CC(OC(=O)CNS(=O)(=O)c1ccc(C#N)cc1)C(=O)Nc1cccc(C#N)c1 (stereo not given) | 6 | -2 | -6 | 21 | -2 | -17 | 2 | -10 | 0.98
CC(C)(C)CNC(=O)[C@]1(C)CCC[C@@]2(C)C3CC[C@@]4(C)C[C@]3(CCC21)CC4=O (stereo not given in full) | 13 | -1 | -2 | 37 | -1 | 11 | -5 | -2 | 1
O=[N+]([O-])c1ccc(NCCN2CCOCC2)c([N+](=O)[O-])c1 | -2 | -4 | -2 | 36 | -3 | 3 | 0 | 16 | 1
N#CC1(NC(=O)COc2cc(F)ccc2[N+](=O)[O-])CCCCC1 | 1 | -1 | -5 | 7 | -5 | 21 | -17 | -6 | 1.2
CCOC(=O)N1CCc2c(sc3ncn(C)c(=O)c23)C1 | 10 | 10 | -5 | -5 | -2 | 5 | -4 | -21 | 1
COc1ccc(N(C)C(=O)C2CCN(S(=O)(=O)c3cccc4nonc34)CC2)cc1 | 15 | -2 | -5 | 14 | 0 | 6 | 4 | 11 | 0.96
O=S(Cc1ccc(Cl)cc1)CC(O)COc1ccc(Cl)cc1 (stereo not given) | 18 | 1 | -4 | 10 | 1 | 12 | 0 | 5 | 1
COc1ccc(CC(=O)NNS(=O)(=O)c2ccccc2)cc1OC | -6 | -3 | -6 | 3 | 1 | -2 | 0 | 0 | 0.99

Some entries already given, showing only mIAP activ, NLRP3 yeast inh and hIAP block:
| SMILES | mIAP activ | NLRP3 yeast inh | hIAP block |
| --- | --- | --- | --- |
| COc1ccc(CC(=O)NNS(=O)(=O)c2ccccc2)cc1OC | 0.99 | 3 | 0 |
| N#CC1(NC(=O)COc2cc(F)ccc2[N+](=O)[O-])CCCCC1 | 1.2 | 7 | -6 |
| CC(C)(C)NC(=O)C(c1ccc(F)cc1)N(CC1CCCO1)C(=O)c1csnn1 (stereo not given) | 1.1 | -10 | -4 |

(continued)
SMILES | TIM10 inh | APOBEC3A inh | A3G deaminase | NLRP3 yeast inh | beta cell repl | tim10-1 inh | mIAP inh | hIAP block | mIAP activ
CCC1Sc2ccccc2N(CC(=O)NC2CCCC2)C1=O (stereo not given) | 1 | -4 | -9 | 2 | -2 | -2 | -1 | 8 | 1
C=CCNC(=O)/C(C#N)=C/c1c(N2CCN(c3ccc(OC)cc3)CC2)nc2c(C)cccn2c1=O | 16 | -3 | -5 | 6 | 3 | 37 | 10 | 1 | 0.9
Cc1ccc(-c2ccc(SCC(=O)Nc3ccc4c(c3)OCCO4)nn2)cc1 | -15 | 4 | 4 | 25 | 0 | -16 | 7 | 11 | 0.93
CC(C)c1cc(C(=O)N2CCCC(Nc3ccc(F)cc3)C2)nc(N)n1 (stereo not given) | -6 | -3 | -8 | 5 | 0 | -6 | -3 | 4 | 1
O=C(Nc1ccsn1)c1ccc(Cl)cc1Cl | -10 | -2 | -9 | -5 | -4 | 9 | -4 | -17 | 1
COc1ccccc1N(CC(=O)N1CCCC1)S(=O)(=O)c1ccc(C)cc1 | 1 | -3 | -5 | 21 | 0 | 17 | 12 | -4 | 0.88
Cc1ccc(Cl)cc1N1CCN(S(=O)(=O)c2c(C)[nH]c(C)c2C(=O)N2CCCC2)CC1 | 9 | -2 | -5 | -2 | -2 | -12 | 1 | -12 | 0.99
CCc1ccc(C(=O)NNC(=O)C2CC(=O)N(Cc3ccccc3)C2)cc1 (stereo not given) | -18 | -1 | -6 | 24 | 0 | -55 | 7 | -10 | 0.93
CCc1nnc(NC(=O)c2oc3cc(C)c(C)cc3c2C)s1 | -6 | 0 | 0 | 15 | 0 | 18 | 0 | -9 | 1
O=C(NCc1ccccn1)c1cc(S(=O)(=O)N2CCCCC2)ccc1Cl | 10 | -4 | -2 | 0 | -4 | 20 | -10 | 13 | 1.1
CSc1nc(Oc2ccc(Cl)cc2)c2sccc2n1 | 12 | 8 | 28 | 8 | -1 | 11 | 2 | -3 | 0.98

Copied from the list.
CC(C)(C)C1CCc2onc(C(=O)Nc3ccc4c(c3)OCO4)c2C1 (stereo not given) in TIM10 inh shows 7
O=C(CSc1ccc(Cl)cc1)N1CCN(c2ccc([N+](=O)[O-])cc2Cl)CC1 in APOBEC3A inh shows -3
CC(=O)N1N=C(N)SC1(C)C in tim10-1 inh shows -1
CC(C)c1cc(C(=O)N2CCCC(Nc3ccc(F)cc3)C2)nc(N)n1 (stereo not given) in mIAP inh shows -3
O=[N+]([O-])c1ccc(NCCN2CCOCC2)c([N+](=O)[O-])c1 in NLRP3 yeast inh shows 36
